# OX1R antagonist: human HCRTR1 antagonism; O43613; CHO/OX1R cells, Fluo-8 calcium fluorescence, orexin A; inhibition, % at 5 µM; hit rate 0.43% among 330,000; AID 434989;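 active = inhibition above its plate's threshold, mean inhibition of all tested compounds on the plate plus 3 SD, cut at about 37% in these data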;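 also: 0% = orexin A challenge wells and 100% = SB-334867-A antagonist wells; not every result past the cut was called active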
# Target sequence (O43613 whole entry, looked up): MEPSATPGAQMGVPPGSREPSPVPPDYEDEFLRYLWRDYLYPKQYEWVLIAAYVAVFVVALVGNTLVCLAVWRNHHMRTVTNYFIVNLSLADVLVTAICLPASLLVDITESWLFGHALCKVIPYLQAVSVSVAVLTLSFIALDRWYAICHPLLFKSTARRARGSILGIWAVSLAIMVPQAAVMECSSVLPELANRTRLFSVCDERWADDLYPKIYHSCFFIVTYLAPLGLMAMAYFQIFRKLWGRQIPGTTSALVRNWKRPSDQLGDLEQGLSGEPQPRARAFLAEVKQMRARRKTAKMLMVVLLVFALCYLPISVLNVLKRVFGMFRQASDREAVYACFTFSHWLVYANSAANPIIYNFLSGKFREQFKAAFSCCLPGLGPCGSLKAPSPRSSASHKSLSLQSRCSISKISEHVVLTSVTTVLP
# CHT PAM: human CHT allosteric activation | Q9GZV3 | CHT-expressing cells, membrane potential dye, choline EC20; hits give high values; LV-AA mutant CHT in HEK293 cells | B-score at 10 µM | hit rate 0.49% among 310,000 | AID 488977;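 active = initial fluorescence not abnormally high and integrated response B-score, plate-corrected, over 3 SD above library mean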
# Target sequence (Q9GZV3 whole entry, looked up): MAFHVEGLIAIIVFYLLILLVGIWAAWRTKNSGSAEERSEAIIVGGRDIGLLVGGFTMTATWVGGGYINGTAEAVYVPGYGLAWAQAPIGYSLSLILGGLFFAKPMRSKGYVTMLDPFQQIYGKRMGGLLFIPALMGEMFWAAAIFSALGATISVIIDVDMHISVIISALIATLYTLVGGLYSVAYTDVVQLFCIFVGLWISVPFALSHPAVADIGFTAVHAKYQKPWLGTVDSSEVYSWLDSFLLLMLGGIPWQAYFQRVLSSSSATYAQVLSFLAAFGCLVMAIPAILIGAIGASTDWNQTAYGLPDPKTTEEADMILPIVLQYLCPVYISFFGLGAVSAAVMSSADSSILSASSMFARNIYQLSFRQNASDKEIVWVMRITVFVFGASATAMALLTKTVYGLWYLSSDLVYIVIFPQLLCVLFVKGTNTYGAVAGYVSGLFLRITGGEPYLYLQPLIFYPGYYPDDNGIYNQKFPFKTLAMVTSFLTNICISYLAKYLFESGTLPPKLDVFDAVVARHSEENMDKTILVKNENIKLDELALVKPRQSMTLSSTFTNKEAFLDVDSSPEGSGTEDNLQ
# Active calls of the source: *; i = inactive; . = not tested or not shown.
Molecule	OX1R antagonist	CHT PAM
CCOCCCNC(=O)C1(O)c2ccccc2NC(=O)N1c1ccc(C)c(C)c1 (stereo not given)	17	i
CCc1ccc(-c2cc(-c3n[nH]c(=S)n3CC)c3ccccc3n2)cc1	-30	i
Cn1c(CC(=O)Nc2ccccc2F)nnc1SCC(=O)NC1=NCCS1	-2	i
O=C1CN(C(=O)COC(=O)CCC(=O)c2ccc(Cl)cc2)c2ccccc2N1	7	.
O=[N+]([O-])c1ccc(/C=N/Nc2nc(N3CCCCCC3)nc(N3CCCCCC3)n2)o1	-22	i
CCOc1ccc(-c2nnc(SCC(=O)N(CC)CC)n2N)cc1	-23	i
COc1cc(C(=O)OCc2cccc(S(=O)(=O)N3CCOCC3)c2)ccc1OCC(C)C	-12	.
CC1CCCCC1NC(=O)c1cn(C)c2ccc(S(=O)(=O)N3CCCC3)cc2c1=O (stereo not given)	-7	i
COC(=O)c1[nH]c2ccc(Cl)cc2c1NC(=O)CCN1CCN(C2CCCCC2)CC1	-42	i
NS(=O)(=O)c1ccc(CNC(=O)CNC(=O)Cc2ccccc2)cc1	7	i
Cc1cc(C)cc(N(C(=O)c2csnn2)C(C(=O)NC(C)(C)C)c2cccnc2)c1 (stereo not given)	-15	i
C/C(=N\NC(=O)Cc1cc(=O)[nH][nH]1)c1cccc([N+](=O)[O-])c1	-4	i
O=C(Nc1ccccc1)OCCCc1ccccc1	-19	i
Cc1occc1-c1nnc(SCC(N)=O)n1Cc1ccccc1	-10	i
NS(=O)(=O)c1ccc(CCNC(=O)C(=O)c2cn(CC(=O)N3CCCC3)c3ccccc23)cc1	-5	i
COc1ccc(-c2nc(CS(=O)CC(=O)NCCCN3CC(C)CC(C)C3)c(C)o2)cc1OC (stereo not given)	-6	i
COc1ccccc1C(=O)Nc1ccc(C(=O)Nc2ccccc2C(=O)O)cc1	-13	i
O=C1N[C@@H](Cc2cn(S(=O)(=O)c3c(F)c(F)c(F)c(F)c3F)c3ccccc23)C(=O)N[C@H]1Cc1ccccc1	-24	i
O=C1OC(C(=O)Nc2ccccc2)Cc2ccccc21 (stereo not given)	-12	i
CCC(=O)/C=C1\Sc2ccc(OC)cc2N1CC	-32	i
COc1cc(S(=O)(=O)Nc2ccccc2C)ccc1NC(=O)c1ccncc1	-21	i
O=C(CCNC(=O)N1CCn2c1nc1ccccc12)NCc1ccccc1Cl	-15	i
Cc1ccc(/C=C/C(=O)c2ccc([N+](=O)[O-])o2)cc1	-21	i
COCCCNC(=O)CN(c1ccc(Cl)c(Cl)c1)S(C)(=O)=O	0	i
O=C(Nc1cccc(Cl)c1)Nc1c[nH]c(=O)[nH]c1=O	-23	i
CN(Cc1ccccc1)C(=O)Cc1ccccc1	-1	i
COc1ccccc1C(=O)CSc1ccccn1	-15	i
CCOc1ccc(/C=C2\SC(N3CCc4ccccc4C3)=NC2=O)cc1	-22	i
COc1cccc(C(=O)Nc2c3c(nn2-c2ccccc2C)CS(=O)C3)c1OC (stereo not given)	-26	i
COc1ccccc1NC(=O)COC(=O)/C=C/c1ccc2c(c1)OCO2	-17	i
COc1ccccc1NC(=O)Cn1nc(Cc2cccnc2)c2ccccc2c1=O	-12	i
CC(=O)c1cccc(NC(=O)CSc2ncc(C(=O)Nc3ccccc3)c(=O)n2C)c1	-16	i
Cc1noc(NS(=O)(=O)c2ccc(NC(=O)c3ccc(OC(C)C)cc3)cc2)c1C	7	i
CCOc1ccc(N(CC(=O)Nc2c(C)cccc2C)S(=O)(=O)c2c(C)[nH]c(=O)[nH]c2=O)cc1	0	i
CCOCCCNC(=O)C(NC(=O)Cc1cccs1)c1ccc(OC)cc1 (stereo not given)	-23	i
Cn1ccnc1C(O)c1cc(C(C)(C)C)c(O)c(C(C)(C)C)c1 (stereo not given)	-12	i
COc1cccc([C@@H]2CC=C(C(=O)O)[C@H](c3ccc(C)cc3)N2S(=O)(=O)c2ccc(C)cc2)c1	-5	.
Cc1cc(/C=C2\C(=N)N3N=C(C(C)C)SC3=NC2=O)c(C)n1-c1ccccc1	-35	i
O=C(NCc1cccnc1)C1CCC(CNS(=O)(=O)c2cccc3nsnc23)CC1 (stereo not given)	-8	i
Cn1cccc1CC(=O)NNC(=O)Nc1ccccc1F	-4	.

# Single values from the results shown.
# CCOc1ccc(/C=C2\SC(N3CCc4ccccc4C3)=NC2=O)cc1 in OX1R antagonist = -22
# O=C(NCc1cccnc1)C1CCC(CNS(=O)(=O)c2cccc3nsnc23)CC1 (stereo not given) in OX1R antagonist = -8
# CC(=O)c1cccc(NC(=O)CSc2ncc(C(=O)Nc3ccccc3)c(=O)n2C)c1 in OX1R antagonist = -16
# COc1ccccc1C(=O)CSc1ccccn1 in OX1R antagonist = -15
# Cc1cc(/C=C2\C(=N)N3N=C(C(C)C)SC3=NC2=O)c(C)n1-c1ccccc1 in OX1R antagonist = -35

# New compounds follow
Molecule	OX1R antagonist	CHT PAM
COc1cc2c(cc1OC)C(c1ccc(OC)c(OC)c1OC)CC(=O)N2 (stereo not given)	.	i
Fc1ccc(CNCc2cccc(Br)c2)cc1	-10	i
Cc1ccc(-c2cc(C(F)F)n3ncc(C(=O)N4CCc5ccccc54)c3n2)cc1	-22	i
Cc1nonc1NC(=O)CSc1nc2ccc(Cl)cc2[nH]1	-35	i
COc1ccccc1Nc1nnc(SCC(=O)NC(=O)Nc2ccc3c(c2)OCCO3)s1	-20	i
CCc1ccc(C(=O)/C=C/c2cnn(C)c2C)s1	-7	i
O=Cc1cnc(N2CCN(c3ccccc3)CC2)s1	-8	i
Cc1ccc(C)c(NC(=O)c2nc(-c3ccccc3)n(-c3ccccc3)n2)c1	19	i
Oc1ccc(C(=S)N2CCCCC2)cc1Cl	4	i
O=C(c1cc(-c2ccc(Cl)cc2Cl)on1)N1CCCC1	-24	i
COc1ccc(OC)c(-c2csc(NC(=O)CSc3ccccc3)n2)c1	-50	i
CCOC(=O)N/N=C/c1c(C)c(C(=O)c2ccc(F)cc2)n2ccccc12	-46	i
COc1ccc(Cl)cc1NC(=O)CN(C)C(=O)c1cc(C)oc1C	-25	.
Cc1ccc(OCc2nnc(NC(=O)c3cccnc3)s2)cc1	-18	i
CC(NC(=O)CSCc1ccccc1Br)c1ccccc1 (stereo not given)	-20	i
COc1ccc(/C=N/NC(=O)c2cccc([N+](=O)[O-])c2)cc1OC	8	i
CCOc1ccc(N2CC(C(=O)OCC(=O)c3ccc(OC)cc3)CC2=O)cc1 (stereo not given)	-8	i
CC(Oc1ccc(Cl)cc1)C(=O)Nc1ncccn1 (stereo not given)	-9	i
O=C1NCCCC1C(=O)N/N=C/c1ccc([N+](=O)[O-])cc1 (stereo not given)	-12	i
COc1ccc(NC(=O)c2nc(SC)ncc2Cl)cc1	-9	i
NNC(=O)CCC(=O)Nc1ccccc1	-6	i
COC(=O)C(NS(=O)(=O)c1ccc(NC(C)=O)cc1)C(C)C (stereo not given)	-12	i
CCOC(=O)Cn1nc(C)c2c1CCCC2=O	-2	i
Cc1c(O)c(CN2CCCC2)cc2c3c(c(=O)oc12)CCC3	-14	9.8*
CCn1c2ccccc2c2cc(NC(=O)CSc3nnc(-c4cccc(F)c4)o3)ccc21	-17	i
Cc1cccc(CSCCNC(=O)COc2ccc(Cl)cc2)c1	-30	i
C/C(=N\NC(=O)c1nnn(-c2nonc2N)c1-c1ccc(Cl)c(Cl)c1)c1ccncc1	2	i
Cc1ccc(F)cc1NC(=O)COC(=O)COc1ccc(C#N)cc1	-8	i
COc1cc(CN(C(=S)NCC(=O)NC2CC2)C2CCCC2)cc(OC)c1OC	-8	i
CCC1CCC2(CC1)NC(=O)N(CC(=O)N1CCc3ccccc31)C2=O (stereo not given)	-21	.
O=C(COC(=O)c1cccc(-n2cnnn2)c1)c1ccc(Br)cc1	-16	i
CCC(C(=O)O)n1nnc(-c2ccc(OCc3ccccc3)c(OC)c2)n1 (stereo not given)	5	i
COC(=O)c1nc(NC(=O)C(C)C)n[nH]1	6	i
CCOC(=O)c1c(C)[nH]c(C(=O)OC(C)C(=O)NC2CCCCC2C)c1C (stereo not given)	-13	.
Cc1cc(-c2cc(C(=O)NCc3ccccc3)on2)nc(NC2CCCC2)n1	-33	i
COc1ccc(-n2c(=O)cc(N3CCOCC3)[nH]c2=O)cc1	-7	i
Cc1ccc(NC2CCCN(C(=O)C3CCCCC3)C2)cc1C (stereo not given)	-36	i
CCOC(=O)c1c(NC(=O)c2cc(-c3ccc(O)cc3)on2)sc(C(C)=O)c1C	-13	i
CCCc1cc(C(=O)Nc2ccn(Cc3ccc(C)cc3)n2)no1	-8	i
COc1ccc(NS(=O)(=O)c2ccc(NC(=O)C3CC3)cc2)cc1	-9	i
CCOc1ccc(S(=O)(=O)n2cc(-c3ccc(F)cc3)c(N)n2)cc1	-28	i
CCOc1ccccc1CN1CCN(Cc2ccc(C)o2)CC1CCO (stereo not given)	-11	i
O=C(Cn1cnc([N+](=O)[O-])n1)N/N=C/c1cc(Cl)ccc1O	9	i
COc1cc(OC)cc(-c2c(-c3ccc(F)cc3)c3cc(-c4ccc5cc[nH]c5c4)ccc3n2C)c1	-5	.
Cc1cc(-c2ccccc2)n2ncnc2n1	-5	i
COc1cc2ccccc2cc1C(=O)OCC(=O)N1CCOCC1	-15	i
Cc1cccc(NC(=O)CCCCCN2C(=O)[C@@H]3Cc4ccccc4CN3C2=O)c1	-28	i
Cc1ccccc1NC(=O)CSc1nnc(Cc2ccccc2)c(=O)n1N	-23	i
COC(=O)c1ccc(NC(=O)c2ccccc2NS(C)(=O)=O)cc1	-13	i
Cc1ccc(C)c(NC(=S)N(C)CCO)c1	0	i
CCOC(=O)c1c(NC(=O)CN(CC)CC)sc2c1CCC2	-39	i
CC(C)=CCN1CCN(Cc2ccoc2)CC1CCO (stereo not given)	-20	i
CC(CCc1ccccc1)NC(=O)COc1ccc(S(=O)(=O)N2CCOCC2)cc1[N+](=O)[O-] (stereo not given)	-9	i
O=C(c1cc2ccccn2n1)N1CCN(Cc2ccccc2)CC1	-6	i
CCC(=O)Nc1ccc(/C(C)=N\NC(=O)c2ccc(C)s2)cc1	-14	i
O=C(CN1C(=O)c2ccccc2C1=O)Nc1cccc2cccnc12	-18	i
CCOC(=O)C1=C(CN2CCc3ccccc32)NC(=O)NC1c1ccc(Cl)cc1 (stereo not given)	9	i
CC(=O)Nc1ccc(NC(=O)c2cc(=O)c3ccccc3o2)cc1	-15	i
CC1(C)Cc2c(C#N)c(SCC(=O)O)nc(N3CCOCC3)c2CO1	-1	i
CCOc1ccc(N=C2NC(=O)C(CC(=O)Nc3ccc(OC)cc3)S2)cc1 (stereo not given)	-22	i

# The results go on.
Molecule	OX1R antagonist	CHT PAM
CCN(Cc1ccc(OC)c(F)c1)C(=O)c1cc2ccccc2o1	-31	i
c1ccc(NCc2nc3ccccc3n2CCOc2ccccc2)cc1	12	i
COc1ccc(-n2nc(C(=O)NCC(=O)Nc3cccc(NC(C)=O)c3)c3ccccc3c2=O)cc1	-11	i
COc1ccc(N2CCN(c3ccc([N+](=O)[O-])nc3)CC2)cc1	-15	i
Cc1cc2ncc(-c3ccc(Cl)cc3)cn2n1	-29	i
CCn1cc(C(=O)NN)c(=O)c2cc(F)c(N3CCN(C)CC3)cc21	-12	i
O=c1n(-c2ccc(Br)cc2)cnn1-c1ncccc1[N+](=O)[O-]	-16	i
NC(=O)Nc1ccccc1C(=O)N1CCC(O)(c2ccc(Cl)cc2)CC1	8	i
O=C(CNC(=O)c1ccccc1Br)N/N=C/c1ccc(O)cc1	4	i
CCc1ccc(CNc2ccc3c(c2)ncn3C)cc1	-7	i
COc1ccc(NC(=O)C#Cc2ccccc2)cc1OC	-3	i
O=C(O)Cc1ccc(NC(=O)Nc2cccc3ccccc23)cc1	-5	i
COc1ccc(C(=O)NCC(c2cccs2)N2CCc3ccccc32)c(OC)c1 (stereo not given)	-19	i
CCOC(=O)c1c(NC(=O)c2cc3n(n2)C(C(F)(F)F)CC(c2ccccc2)N3)sc(C)c1C (stereo not given)	-11	i
C#Cc1ccc([C@@H]2C=C(C(=O)OCC=C)O[C@H](OCCCCO)C2)cc1	-24	i
O=C(OCC(=O)N1CCC(Cc2ccccc2)CC1)c1cncc(Br)c1	-26	.
C[C@H](CO)N1C[C@H](C)[C@@H](CN(C)Cc2ccc(-c3ccccc3)cc2)Oc2ccc(NC(=O)Cn3cnnn3)cc2C1=O	-8	.
COc1ccc(-c2[nH]ncc2-c2nc(C)cs2)c(O)c1	-8	i
COc1ccc(O)c(/C=N/NS(=O)(=O)c2ccc(C)cc2)c1	-16	i
Cc1ccc(Cn2c(=O)n(-c3ccccc3)c(=O)c3ccc(C(=O)NCc4ccco4)cc32)cc1	-15	i

# 4 entries picked at random from the list so far:
Molecule	OX1R antagonist	CHT PAM
O=C(CNC(=O)c1ccccc1Br)N/N=C/c1ccc(O)cc1	4	i
NC(=O)Nc1ccccc1C(=O)N1CCC(O)(c2ccc(Cl)cc2)CC1	8	i
COc1ccc(-n2nc(C(=O)NCC(=O)Nc3cccc(NC(C)=O)c3)c3ccccc3c2=O)cc1	-11	i
O=C(O)Cc1ccc(NC(=O)Nc2cccc3ccccc23)cc1	-5	i

# Other structures:
Molecule	OX1R antagonist	CHT PAM
COc1ccc(CCNC(=O)COc2ccc([N+](=O)[O-])cc2)cc1	-7	i
Cc1cccc(NS(=O)(=O)c2cc3c4c(c2)CC(=O)N4CCC3)c1C	-10	i
Fc1ccc2nc(Nc3nc4c(s3)CCCC4)sc2c1	24	i
CCOc1ccccc1Nc1nnc(SCC(=O)N(C)C2CCS(=O)(=O)C2)s1 (stereo not given)	-26	.
Cc1ccc(-c2nn(-c3ccccc3)cc2C(=O)Nc2ccc(C(=O)O)cc2)cc1	-17	i

# Rows are unselected (roughly 0.8% active in at least one column).
